Source: PubChem (The Scripps Research Institute Molecular Screening Center)
TTR transcr act – TTR transcription activators in neuroblastoma reporter cells, primary screen, cell-based, luminescence, SH-SY5Y, TTR promoter Gaussia luciferase. 100% = recombinant luciferase protein wells. activation, % at 16.7 µM. hit rate 1.3% among 92,000. AID 1117267, 2014;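 active = activation above the mean of all tested compounds plus 3 SD, cut at about 9.5% in these data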;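 also: cells exposed to compounds for one day before reading; 0% = median of all test compound wells on the plate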
* = called active by the depositor. Some of the compounds tested; rates above refer to the full screens.

SMILES	TTR transcr act
N#Cc1nc(Cc2ccccc2)oc1NCCc1ccccc1	1.9
Cc1ccc(S(=O)(=O)NCCC(=O)Nc2cccc(Cl)c2)cc1	0.4
Cc1c(-c2ccnc3cc(C(=O)O)nn23)cnn1C	1.2
Cc1cc(/C=N/NC(=O)c2cccs2)c(C)n1-c1cnccn1	-0.5
O=C(NN1C(=O)C2C3C=CC(C4CC34)C2C1=O)c1ccc(Cl)cc1 (stereo not drawn)	-1.2
S=C(Nc1ccccc1Cl)N(CCCN1CCOCC1)Cc1ccccn1	3.1
O=C(OC12CCCN(C1)/C(=C/c1cccnc1)C2)c1ccc(F)cc1 (stereo not drawn)	-1.9
COc1ccc(CN(C)C(=O)Cn2ccsc2=N)cc1OC	-0.9
CC(=O)CC(CC(=O)NC1CCCCC1)c1ccccc1 (stereo not drawn)	4.3
COc1ccccc1CN1C(=S)SC(C)(C)C1NO (stereo not drawn)	-2.5
Cc1cccc(NC(=O)/C(=C\c2ccco2)NC(=O)c2ccccc2)c1	-1.2
CC(=O)CCC1CC(c2ccc(Cl)cc2)=NO1 (stereo not drawn)	1.7
CCCn1c(SCC(=O)N2CCCCC2)nnc1-c1ccco1	3.0
CN(CCCNC(=O)c1cc2c(Cl)nc3ccccc3c2s1)Cc1ccccc1	-1.1
NS(=O)(=O)c1cccc(NC(=O)COC(=O)Cn2cc(C(F)(F)F)ccc2=O)c1	1.8
CC(=O)N(C)C1(c2nnnn2CCOC(=O)Nc2ccc(Cl)cc2)CCCCC1	-2.9
CCN(CC)c1ccc(/C=C(\C#N)C(N)=O)cc1	-0.6
CC(=O)C1=CCC(c2ccc(Cl)cc2)N(S(=O)(=O)c2ccc(C)cc2)C1 (stereo not drawn)	-0.7
COc1ccc(OC)c2[nH]c(=O)c(CCNC(=O)c3ccc(S(=O)(=O)N(C)C)cc3)cc12	2.2
O=C(Nc1cc(N2CCOCC2)ncn1)NC1(C(F)(F)F)Oc2ccccc2O1	-2.7
S=C(NCc1ccccc1)C(=S)NCc1ccccc1	2.0
COc1cccc(C(=O)NC2=NCCS2)c1OC	6.3
O=C(CSc1ccc(-c2ccco2)nn1)NCc1ccc(F)cc1	-3.2
Cc1ccc2nc(-c3ccccc3)cc(C(=O)N3CCc4ccccc4C3)c2c1	-2.5
Cc1ccc(OCC(=O)Nn2cnc3ccccc32)cc1	4.1

Copied from the results shown (two entries):
SMILES	TTR transcr act
Cc1ccc2nc(-c3ccccc3)cc(C(=O)N3CCc4ccccc4C3)c2c1	-2.5
Cc1ccc(OCC(=O)Nn2cnc3ccccc32)cc1	4.1

7 structures already listed, arranged by count of non-hydrogen atoms, ascending:
SMILES	TTR transcr act
CCN(CC)c1ccc(/C=C(\C#N)C(N)=O)cc1	-0.6
S=C(NCc1ccccc1)C(=S)NCc1ccccc1	2.0
COc1ccc(CN(C)C(=O)Cn2ccsc2=N)cc1OC	-0.9
Cc1cc(/C=N/NC(=O)c2cccs2)c(C)n1-c1cnccn1	-0.5
O=C(OC12CCCN(C1)/C(=C/c1cccnc1)C2)c1ccc(F)cc1 (stereo not drawn)	-1.9
CN(CCCNC(=O)c1cc2c(Cl)nc3ccccc3c2s1)Cc1ccccc1	-1.1
COc1ccc(OC)c2[nH]c(=O)c(CCNC(=O)c3ccc(S(=O)(=O)N(C)C)cc3)cc12	2.2

Going on with the list.
SMILES	TTR transcr act
CC(NCC(=O)Nc1ccccc1C(=O)NC1CC1)c1cccs1 (stereo not drawn)	4.0
CC(C)(C)c1ccc(C(=O)NC2CCS(=O)(=O)C2)cc1 (stereo not drawn)	5.4
Cc1ccc(CN(C)C(=O)c2cc(Br)c(Br)s2)o1	2.1
O=S(=O)(c1cccs1)N1CCN(c2ccccc2F)CC1	-1.0
Cc1ccc(-n2cccc2/C=C2\C(=N)N3N=C(c4ccco4)SC3=NC2=O)cc1	-2.4
O=C(NCCCCNC(=O)c1c(Cl)cccc1Cl)c1c(Cl)cccc1Cl	-1.6
COc1ccc(C(=O)NC(=S)N2CCCCC2)cc1[N+](=O)[O-]	1.7
Cc1cccc(C)c1NC(=O)CNC(=O)C(Cc1ccccc1)NC(=O)c1ccccc1 (stereo not drawn)	1.3
O=C(Nc1ccccc1N1CCOCC1)c1cccs1	1.4
O=c1c2ccccc2sc2ccc(NCCCN3CCOCC3)cc12	1.0
Cc1ccc(NC(=O)COc2ccc(N3CC(C(N)=O)CC3=O)cc2)c(C)c1 (stereo not drawn)	-0.3
Cn1c(SCC(=O)NCCc2ccccc2)ncc(C(=O)Nc2ccc(F)cc2)c1=O	0.3
COCCN(Cc1ccc(C)cc1)C(=O)[C@H]1O[C@@H](n2ccc(=O)[nH]c2=O)[C@H](O)[C@@H]1O	-0.4
C=CCSC1=Nc2sccc2C2=NC(=O)CN12	0.5
CCOC(=O)C1=C(C)NC(C)=C(C(=O)OCC)C1c1ccc(C)o1	1.6
Cc1cc(C)n2nc(C(=O)OCC(=O)c3ccccc3)nc2n1	-0.1
Cn1c(SCC(=O)c2ccc(F)cc2)nnc1-c1ccccn1	1.1
CCCOC(=O)c1[nH]c2c(c1C)C(=O)CC(c1cccs1)C2 (stereo not drawn)	0.8
Cc1ccc(S(=O)(=O)N(C)C)cc1NC(=O)COC(=O)CNC(=O)C12CC3CC(CC(C3)C1)C2	1.3
O=C(NCCCn1ccnc1)/C(=C\c1cccs1)NC(=O)c1cccs1	0.1
COc1ccc(C(=O)CN2CCN(c3ccc(F)cc3)CC2)cc1	0.6
Cc1oc(-c2ccc(Cl)cc2)nc1CS(=O)CC(=O)NC1CC1 (stereo not drawn)	-0.9
Cc1cnc(NC(=O)CSc2nnc(-c3ccccc3)o2)s1	-1.7
O=C(NCC1OCCc2ccccc21)c1ccc(NC(=O)c2ccc(Cl)cc2Cl)cc1 (stereo not drawn)	-1.8
O=[N+]([O-])c1cccc(/C=C/c2ccncc2)c1	-0.1

Some of the entries so far, with each value named:
Cc1oc(-c2ccc(Cl)cc2)nc1CS(=O)CC(=O)NC1CC1 (stereo not drawn)
  TTR transcr act: -0.9
Cc1cc(C)n2nc(C(=O)OCC(=O)c3ccccc3)nc2n1
  TTR transcr act: -0.1
COc1ccc(C(=O)CN2CCN(c3ccc(F)cc3)CC2)cc1
  TTR transcr act: 0.6
CCCOC(=O)c1[nH]c2c(c1C)C(=O)CC(c1cccs1)C2 (stereo not drawn)
  TTR transcr act: 0.8

The list goes on.
SMILES	TTR transcr act
CCOP(=O)(OCC)C(NC(=O)/C=C/c1ccc(OC)cc1)c1ccccc1 (stereo not drawn)	-0.7
CCCC1CCC2(CC1)CCC2OC(=O)Nc1ccc(C)cc1 (stereo not drawn)	-0.9
Cc1ccc(NC(=O)c2ncn(CC(=O)NCc3ccc4c(c3)OCO4)n2)cc1C	3.4
CCCCn1c(=O)c(CCC(=O)OCC(=O)NCc2ccc(OC)c(OC)c2)nc2ccccc21	1.0
Cc1ccc(Cn2c(O)c(N=O)c3ccccc32)cc1	0.5
Cc1[nH]c2ccccc2c1C(=O)COc1ccccc1F	1.6
CC1CCN(C(=O)CN(c2ccc(Oc3ccccc3)cc2)S(C)(=O)=O)CC1	-2.9
COc1cc(C(C#N)N2CCOCC2)ccc1O (stereo not drawn)	7.9
Cc1cc(NC(=O)CN2CCCCC2)no1	-1.8
CC1(C)CC(=O)C=C(Nc2cccc(Cl)c2Cl)C1	-1.3
COc1ccc(-c2cc(C)nc3nc(N)nn23)cc1	-0.1
Nc1nc(Nc2ccccc2)nc(N2CCOCC2)c1[N+](=O)[O-]	1.4
CCN(CC)CCNC(=O)C1c2cc(OC)c(OC)cc2C(=O)N2CCc3ccccc3C12 (stereo not drawn)	2.7
COc1cccc(C(c2nnnn2CCc2ccccc2)N2CCN(c3ccccc3)CC2)c1OC (stereo not drawn)	-0.7
O=C(NC1CCCCC1)c1ccc(-n2cncn2)c([N+](=O)[O-])c1	2.2
COc1ccc(-c2ccc(/C=C(\NC(=O)c3ccccc3)C(=O)N3CCOCC3)o2)cc1	-1.0
COc1ccc(-c2cc(C(=O)OCC(=O)NC3CC3)c3ccccc3n2)cc1OC	-0.2
CC(NC(=O)c1ccccc1)C(=O)OCC(=O)Nc1cccc(S(=O)(=O)N2CCCC2)c1 (stereo not drawn)	4.8
O=C(NC1CCCN(Cc2ccc(Cl)cc2)C1)c1ccccc1-c1ncc[nH]1 (stereo not drawn)	-0.1
Cc1c(NC(=O)CSc2nc(N)cc(N)n2)c(=O)n(-c2ccccc2)n1C	0.3
O=C(CSCc1c(Cl)cccc1Cl)NCc1ccccn1	0.1
Nc1nc(CN2CCN(c3ccccn3)CC2)nc(Nc2ccc(Cl)cc2)n1	-1.7
CSC1=C(C#N)C(c2ccccc2)C(C(C)=O)=C(C)N1 (stereo not drawn)	-2.1
COc1ccccc1C(=O)Nn1cnnc1	1.1
COc1ccc(/C=C(\C#N)C(=O)OCC(=O)NC(C)c2ccccc2)cc1 (stereo not drawn)	17.5*
Next part.
SMILES	TTR transcr act
Cc1noc(COc2ccccc2OCC(N)=O)n1	0.0
O=C(/C=C/c1ccc(Cl)cc1)Nc1ccccc1N1CCOCC1	-1.0
Cc1ccc(/C=C/c2nc3ccccc3c(=O)[nH]2)cc1	-0.3
COc1ccccc1NC(=O)CS(=O)(=O)c1cccc2nsnc12	-0.7
CN(CC(=O)Nc1ccc(Cl)cc1)C(=O)Cc1c(F)cccc1Cl	-1.0
CC(c1nccs1)N(C)C(=O)CCc1nnc(CCc2ccccc2)o1 (stereo not drawn)	-2.1
CCOc1cc(-c2nnn(CC(=O)N3CCCCC3)n2)ccc1OC	-0.9
NC(N)=N/N=C/c1ccc(OCc2ccccc2)cc1	0.9
C[C@]1(CO)CCC[C@@]2(C)C1CC[C@@H](CO)[C@@H]2CCc1ccoc1 (stereo partly drawn)	-0.3
Cc1ccc(S(=O)(=O)N(CC(=O)N/N=C/c2ccco2)Cc2ccccc2)cc1	-1.4
CC(NC(=O)C1CC(=O)N(c2ccc3c(c2)OCCO3)C1)c1ccccc1 (stereo not drawn)	1.2
O=C(c1cccnc1)N1CCC(Oc2ccc(C(=O)N3CCCCO3)cc2)CC1	1.3
Cc1nc(SCc2nc3ccc([N+](=O)[O-])cc3[nH]2)c2oc3ccccc3c2n1	0.3
CCSCc1nnc(SCC(=O)Nc2nc3ccccc3s2)n1C	2.4
CCOC(=O)N1CCN(C(=O)c2ccccc2N(C)S(C)(=O)=O)CC1	-1.9
CCN(CC)CCCN1C(=O)C(O)=C(C(=O)c2sc(C)nc2C)C1c1ccco1 (stereo not drawn)	-1.4
Cc1ccccc1Cn1ccc(=NCc2ccccc2)cc1	-2.4
Cc1ccc2nc(/C(C#N)=C\c3ccc(Oc4ccc([N+](=O)[O-])cn4)cc3)[nH]c2c1	-1.1
COc1ccccc1N1C(=O)c2ccccc2NC1c1cc(OC)c(OC)c(OC)c1 (stereo not drawn)	0.7
Cc1ccccc1OCc1nnc(SCC(=O)Nc2ccc3nc(SCC(=O)NC(C)(C)C)sc3c2)n1C	-4.9
CCCC[C@@H]1CNC(=O)C(=O)N1CCCc1cc(OC)c(OC)c(OC)c1	-0.9
CC(C)CNC(=O)COc1ccc2c3c(c(=O)oc2c1)CCC3	-2.2
Nc1ncnc2c1ncn2[C@@H]1O[C@H](CNS(=O)(=O)CCCCl)[C@@H](O)[C@H]1O	5.1
COc1ccc(C(=O)O)c(O)c1	0.9
CCNC(=O)c1cc2c(=O)n3cccc(C)c3nc2n(Cc2ccc(C)cc2)c1=N	0.4
Cc1ccccc1-c1nn(-c2ccccc2)cc1C(=O)NCC(c1ccco1)N1CCCC1 (stereo not drawn)	0.3
COc1cccc(-c2nn(-c3ccccc3)cc2CO)c1	-2.7
COc1ccc(C(C(=O)NCc2ccccc2)N(C(=O)c2snc(C(N)=O)c2N)c2ccccc2OC)cc1OC (stereo not drawn)	-2.1
O=C(Cc1ccc(NC(=O)C2CCN(C(=O)C3CCCC3)CC2)cc1)Nc1ccc(C(=O)N2CCOCC2)cc1	3.9
O=C(Nc1ccccc1N1CCOCC1)c1ccc2ccccc2c1	-1.1

Looked up above:
`C[C@]1(CO)CCC[C@@]2(C)C1CC[C@@H](CO)[C@@H]2CCc1ccoc1` (stereo partly drawn) in TTR transcr act reads -0.3
`Cc1ccccc1-c1nn(-c2ccccc2)cc1C(=O)NCC(c1ccco1)N1CCCC1` (stereo not drawn) in TTR transcr act reads 0.3
`Cc1ccc(/C=C/c2nc3ccccc3c(=O)[nH]2)cc1` in TTR transcr act reads -0.3
`CCCC[C@@H]1CNC(=O)C(=O)N1CCCc1cc(OC)c(OC)c(OC)c1` in TTR transcr act reads -0.9
`COc1cccc(-c2nn(-c3ccccc3)cc2CO)c1` in TTR transcr act reads -2.7
`COc1ccccc1NC(=O)CS(=O)(=O)c1cccc2nsnc12` in TTR transcr act reads -0.7
